# Source: PubChem BioAssay (several laboratories)
# Rin1 Abl inh – human Rin1-Abl interaction inhibition | 360,000 compounds, 0.4% hits | P00519+Q13671 | inhibition, % at 7.35 µM | TR-FRET Rin1/Abl binding, biochemical; in the data active = inhibition above about 5%, passing the limit was not always enough
# CendR NRP1 mod – modulators of CendR peptide binding to human neuropilin-1; FAM-RPARPAR peptide binding to NRP-1, fluorescence polarization; inhibition, % at 25 µM; 360,000 compounds, 0.85% hits; AID 602438;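 active = inhibition or corrected inhibition above about 18%, plus a signal ratio from 0.5 to 1.5, limit read from the data, passing the limit was not always enough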; note: strong numbers were not always called active
# E coli Lon inh – E. coli protease La inhibition; purified E. coli Lon protease, fluorescence polarization; 360,000 compounds, 0.42% hits; P0A9M0; inhibition, % at 7.94 µM; in the data active = inhibition above about 13%, passing the limit was not always enough;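 note: 0% = enzyme with probe and DMSO and 100% = no enzyme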
# MT1-MMP act inh – MT1-MMP (human) activation inhibition. HT1080 RFP-PRO-GFP cells, GFP/RFP ratio fluorescence, overnight; percent of plate control window, DMSO zero. GFP/RFP ratio change, % at 20 µM. 360,000 compounds, 0.061% hits;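 active = GFP/RFP ratio change of at least 30% with cell ATP level not reduced by more than half and red fluorescence within 50% of control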; note: strong numbers were not always called active
#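 Test system: HT1080 cells expressing an RFP-PRO-GFP fluorescent reporter construct / Compound dosing: single-point 20 µM compound, 1% DMSO / Schedule: cells overnight before dosing, compound overnight, 37 °C, 5% CO2 / Evaluation: GFP/RFP fluorescence ratio / Control set: DMSO and RFP-L50D-GFP cell wells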
# Neddylation inh – inhibitors of human cullin neddylation; P61081+Q13564; TR-FRET cullin neddylation, biochemical; calls only at 25 µM; 360,000 compounds, 0.58% hits; in the data active = inhibition above about 36%
# FAS TE block – inhibitors of human fatty acid synthase thioesterase domain | P49327 | recombinant FAS-TE, OMFH fluorogenic substrate, fluorescence endpoint | inhibition, % at 15 µM | 360,000 compounds, 0.67% hits | AID 602261;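 active = compounds whose normalised, plate-corrected inhibition of enzyme fluorescence in the single-dose primary screen is 50% or more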;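 note: 0% = DMSO with enzyme and 100% = substrate without enzyme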
# MLLE-PAM2 inh – inhibitors of microRNA-mediated deadenylation, human PABP1 MLLE binding; inhibition, % at 20 µM; GST-MLLE / FITC-PAM2 fluorescence polarization; 360,000 compounds, 0.36% hits; in the data active = inhibition above about 35%, passing the limit was not always enough;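 note: plate controls were DMSO wells with GST-MLLE for no effect and wells lacking GST-MLLE protein for full effect; some results filed as inactive read as strong as hits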
# Target sequence (P11940 whole entry, looked up): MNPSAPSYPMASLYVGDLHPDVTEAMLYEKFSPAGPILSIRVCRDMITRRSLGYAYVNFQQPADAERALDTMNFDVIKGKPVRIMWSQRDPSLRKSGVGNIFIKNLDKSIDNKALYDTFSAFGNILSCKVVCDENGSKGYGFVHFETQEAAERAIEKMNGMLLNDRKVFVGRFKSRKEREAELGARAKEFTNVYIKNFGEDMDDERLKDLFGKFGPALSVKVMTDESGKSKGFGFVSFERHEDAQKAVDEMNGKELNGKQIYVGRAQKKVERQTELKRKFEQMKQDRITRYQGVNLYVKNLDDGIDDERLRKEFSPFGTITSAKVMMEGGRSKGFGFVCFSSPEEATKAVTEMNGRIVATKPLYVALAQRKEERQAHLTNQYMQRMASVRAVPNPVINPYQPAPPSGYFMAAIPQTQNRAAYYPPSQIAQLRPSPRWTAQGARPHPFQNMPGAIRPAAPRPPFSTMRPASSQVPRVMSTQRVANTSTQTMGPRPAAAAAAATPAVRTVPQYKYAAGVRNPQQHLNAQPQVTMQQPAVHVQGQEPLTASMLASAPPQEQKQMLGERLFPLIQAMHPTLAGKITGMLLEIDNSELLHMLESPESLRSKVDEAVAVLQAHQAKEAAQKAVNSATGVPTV
# SKN-1 inh – C. elegans SKN-1 inhibition; C. elegans VP596 Pgst-4::GFP/RFP ratio, acrylamide-induced, 24 h; inhibition, % at 21.8 µM; 360,000 compounds, 0.49% hits; AID 624304;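 active = interference check ratio from 0.5 to 1.5 plus GFP to RFP signal ratio inhibition reaching or exceeding a fixed threshold, cut at about 30% in these data, passing the limit was not always enough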; note: some compounds called inactive have numbers as strong as hits
# MsrA act – activates bovine MsrA enzyme; purified bovine MsrA, absorbance read-out; activation, % at 10.6 µM; 360,000 compounds, 0.3% hits; in the data active = activation above about 7.5%;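 note: 0% = vehicle and 100% = reference activator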
# * hit, by the source's call; i = inactive; . = not tested or not shown; & = joins results of further samples.
SMILES,Rin1 Abl inh,CendR NRP1 mod,E coli Lon inh,MT1-MMP act inh,Neddylation inh,FAS TE block,MLLE-PAM2 inh,SKN-1 inh,MsrA act
CCOC(=O)c1ccc(C(=S)N2CCCC2)cc1,7,7,13,-2,i,-6,30,-21,-9
CCOc1ccc(N2C(=O)Nc3ccccc3C2(O)C(=O)NCc2ccc(OC)cc2)cc1 (centres undefined),0,6,1,-3,i,-4,8,-10,-1
COc1ccc(N2CCN(C(=O)CC(C)S(=O)(=O)c3ccc4c(c3)NC(=O)CO4)CC2)cc1 (centres undefined),5,0,6,-3,i,-5,2,-6,-5
CC(=O)c1ccc(NC(=S)NN2C(C)CCCC2C)cc1 (centres undefined),6,16,-4,3,i,-6,-7,-11,-8
CN(CC(=O)Nc1cccc(F)c1)C(=O)c1ccc(-c2ccc(Cl)cc2)o1,-5,4,-9,-4,i,18,16,13,-1
COc1ccc(N(CCC#N)S(=O)(=O)c2cccc3nsnc23)cc1,-2,-7,-4,-3,i,-9,3,9,-3
Cc1ccc(-n2nc3c(c2NC(=O)c2cccs2)CS(=O)(=O)C3)c(C)c1,3,0,8,1,i,-7,9,-8,-3
CN(Cc1nccn1C)C(=O)C1CCC(=O)N(CCc2ccc(Cl)cc2)C1 (centres undefined),-1,-7,1,0,i,-3,12,0,-3
c1ccc(CNc2c3c(nc4ncnn24)CCC3)cc1,3,-14,4,-2,i,-4,-3,-8,-2
NS(=O)(=O)c1ccc(NC(=O)Nc2ccc(S(N)(=O)=O)cc2)cc1,0,6,1,-3,i,-3,9,-5,-5
O=C(NCCN1CCOCC1)C(Sc1ccccc1)c1ccccc1 (centres undefined),1,5,-1,-2,i,-7,16,1,-2
CCN1CCN(C(CNS(=O)(=O)c2ccc(Br)cc2)c2cccnc2)CC1 (centres undefined),-1,9,0,-1,i,1,5,3,0
CCN(CC)S(=O)(=O)c1cccc(C(=O)N/N=C/c2cccc(O)c2O)c1,-2,2,-7,-5,i,4,10,9,-5
CCOC(=O)C1CCN(C(=S)Nc2ccc(S(N)(=O)=O)cc2)CC1,2,6,-7,-1,i,-10,7,0,-9
CCc1ccccc1NC(=O)c1cc(-c2ccc(OC)cc2)on1,1,4,-1,-1,i,-6,0,1,-2
O=S(=O)(Nc1ccon1)c1ccc(F)c(F)c1,-2,-3,-4,-1,i,-7,-3,2,-2
Cn1cc(S(=O)(=O)N2CCCC2)cc1C(=O)NCc1ccc(F)cc1,-1,-4,-8,4,i,-3,-2,12,-7
CC(=O)C(CC(=O)N1CCCc2ccccc21)C(=O)Nc1ccc(F)cc1 (centres undefined),-2,11,7,-11,i,3,4,2,-1
CCOC(=O)c1cc2sc(C)cc2n1CC(=O)N1CCc2ccccc21,-2,-7,-2,9,i,6,0,2,-1
C[C@H](CO)N1C[C@H](C)[C@@H](CN(C)C(=O)NC2CCCCC2)Oc2ccc(NS(C)(=O)=O)cc2C1=O,2,1,7,-3,i,-4,-9,-3,-7
O=c1cc(-c2ccccc2)nc(SCc2ccc(F)cc2)[nH]1,3,-18,-13,6,i,-6,-5,13,-2
CN(C(=O)COC(=O)c1ccc(S(=O)(=O)N2CCOCC2)cc1)c1ccccc1,0,6,-8,0,i,-1,4,6,-4
COc1ccc(CN2CCNC(=O)C2CC(=O)NCCSc2nccn2C)c(OC)c1 (centres undefined),0,-18,-3,1,i,-2,2,9,-3
Oc1ccc(-c2nnc(SCc3ccccc3)o2)cc1,1,-5,-7,1,i,0,11,6,-2
O=C(CCNC(=O)c1ccc(Br)cc1)NCC(c1ccco1)N1CCCCC1 (centres undefined),0,3,-2,-2,i,3,1,-3,-4
CCOC(=O)/C(=N\Nc1ncnc2ccccc12)c1ccc(OC)cc1,-1,2,-50,-4,i,5,7,0,-2
CCc1nnc(NS(=O)(=O)c2ccc(NC(=S)NC(=O)/C=C/c3ccc(C(C)C)cc3)cc2)s1,-2,-113,3,0,i,51*,32,11,-8
Cc1ccc(C(NC(=O)c2ccccc2S(C)(=O)=O)c2ccccc2)cc1 (centres undefined),5,1,1,-2,i,0,-2,-5,-5
N#C/C(=C\c1ccccc1)C(=O)Nc1nncs1,-1,-3,-2,-3,i,-4,-2,6,-2
O=C1CC(c2cccc(Br)c2)c2cc3c(cc2N1)CCC3 (centres undefined),-2,-2,1,-7,i,20,-2,4,-4

# Entries of single compounds, looked up by structure:
# `C[C@H](CO)N1C[C@H](C)[C@@H](CN(C)C(=O)NC2CCCCC2)Oc2ccc(NS(C)(=O)=O)cc2C1=O` is listed with Rin1 Abl inh: 2; CendR NRP1 mod: 1; E coli Lon inh: 7; MT1-MMP act inh: -3; Neddylation inh: i; FAS TE block: -4; MLLE-PAM2 inh: -9; SKN-1 inh: -3; MsrA act: -7
# `N#C/C(=C\c1ccccc1)C(=O)Nc1nncs1` is listed with Rin1 Abl inh: -1; CendR NRP1 mod: -3; E coli Lon inh: -2; MT1-MMP act inh: -3; Neddylation inh: i; FAS TE block: -4; MLLE-PAM2 inh: -2; SKN-1 inh: 6; MsrA act: -2
# `Cn1cc(S(=O)(=O)N2CCCC2)cc1C(=O)NCc1ccc(F)cc1` is listed with Rin1 Abl inh: -1; CendR NRP1 mod: -4; E coli Lon inh: -8; MT1-MMP act inh: 4; Neddylation inh: i; FAS TE block: -3; MLLE-PAM2 inh: -2; SKN-1 inh: 12; MsrA act: -7

# Next part.
SMILES,Rin1 Abl inh,CendR NRP1 mod,E coli Lon inh,MT1-MMP act inh,Neddylation inh,FAS TE block,MLLE-PAM2 inh,SKN-1 inh,MsrA act
COc1ccc(NS(=O)(=O)c2cccc(C(=O)OCC(=O)N3CCN(c4ccc(OC)cc4)CC3)c2)cc1,2,-12,4,4,i,16,-1,16,-2
COc1ccc(C=CC(=O)c2c(OC)cc(OC)c(OC)c2O)cc1,-3,-2,-3,10,i,-8,4,9,-3
CCOc1ccc(NC(=S)NN(C)C(=S)Nc2ccc(OCC)cc2)cc1,-4,-12,-9,-2,i,-10,6,-4,-3
C#CCOCCOCCOCCNc1nc(N2CCN(C(=O)C(Cc3ccc(O)cc3)n3cc(C(N)CC(C)C)nn3)CC2)nc(N2CCN(C(=O)C(Cc3ccc(O)cc3)n3cc(C(N)C(C)CC)nn3)CC2)n1 (centres undefined),14*,-9,4,9,i,-3,3,0,-10
O=c1cc(NCc2ccccc2)[nH]c(=O)[nH]1,1,4,1,3,i,-4,2,3,-3
COc1cc(OC)nc(C(NC(=O)C2CCN(Cc3c[nH]c4ccccc34)CC2)c2ccc(Cl)cc2)n1 (centres undefined),1,-2,-6,1,i,-1,9,-9,-2
COc1cccc(/C=C2\Oc3cc(OCC(=O)N4CCCCC4)ccc3C2=O)c1OC,-2,-13,-7,-5,i,-2,-7,15,-5
Cc1ccc(C(=O)C2=C(O)C(=O)N(c3ncccn3)C2c2ccc(F)cc2)o1 (centres undefined),-2,-3,4,-3,i,2,9,-10,-9
CC(C)CCNC(=O)Cc1ccccc1[N+](=O)[O-],3,-7,2,-1,i,-5,19,9,-2
COc1cc(S(=O)(=O)N(Cc2ccccn2)Cc2ccccc2Cl)ccc1-n1cnnn1,1,-5,4,2,i,12,0,14,-2
CC(=O)Nc1ccc(S(=O)(=O)NNC(=O)COc2ccc(C)cc2)cc1,-2,6,-2,3,i,-13,-4,-2,-6
CCN(CC)CCOc1ccc(/C(=C(/Cl)c2ccccc2)c2ccccc2)cc1,1&0,-14&-5,5&-5,-8&2,i,19&19,2&-6,11&9,0&4
O=[N+]([O-])c1ccc(S(=O)(=O)N2CCN=C2SCc2cccnc2)cc1,-2,1,-9,0,i,10,19,6,-5
Nc1cccc(C(=O)Nc2ccc(N)cc2Cl)c1,4,6,-1,4,i,-6,-2,5,-2
CCOc1ccccc1CNS(=O)(=O)c1ccc(-c2cnc(C3CC3)o2)cc1,0,12,1,-3,i,20,11,18,-2
COc1cccc(Nc2nc(-c3sc(C)nc3C)cs2)c1,-1,5,5,4,i,15,-2,19,-2
O=C(Nc1nc(=O)n(C(=O)C2CC2)s1)c1ccccc1,0,3,1,-1,i,-6,2,7,-2
CCOCC(=O)Nc1cc(C)on1,3,0,-4,0,i,-2,3,-12,-6
CCc1ccc(C(=O)NNC(=O)C2CSC3(C)CCC(=O)N23)cc1 (centres undefined),-3,-7,-7,-1,i,-5,0,-18,-1
COc1ccc(S(=O)(=O)N2CCC(C(=O)NCc3ccncc3)CC2)cc1C,1,0,14,-2,i,0,3,5,0
COc1ccc(N2CCN(C(=O)COC(=O)/C=C/c3ccc(C(F)(F)F)cc3)CC2)cc1,-3,0,-2,4,i,-2,1,-41,-7
O=Cc1cc2ccccc2nc1SCc1ccc(Cl)cc1,-1,-10,1,10,i,20,6,3,-3
CCCNC(=O)OCC12CC3CC(CC(C3)C1)C2,-1,0,7,-2,i,3,-3,-1,0
C=CCNC(=O)c1cc(-c2ccccc2O)on1,-2,3,-11,-1,i,-3,-8,3,-1
CCOC(=O)c1sc2nc(C)nc(SCC(=O)NC(C)CCc3ccccc3)c2c1C (centres undefined),1,-24,-11,1,i,-12,-56,-2,-8
Cc1nc(C)n(CCNC(=O)c2ccco2)n1,1,10,-4,-2,i,-6,-8,16,-3
Cc1cccc2c(=O)c(C(=O)NCc3cccs3)c[nH]c12,-6,-1,-2,1,i,-6,-5,16,-4
O=C(COC(=O)c1ccco1)Nc1nc2ccc([N+](=O)[O-])cc2s1,-1,-18,-3,-7,i,18,14,8,-2
O=C(CN1C(=O)C2CC=CCC2C1=O)Nc1nnc(SCc2ccc(F)cc2)s1 (centres undefined),0,-6,-12,3,i,-9,-2,-7,-12
Cc1ccccc1-n1nc2c(c1NC(=O)c1ccc3c(c1)OCO3)CS(=O)(=O)C2,-5,6,4,-4,i,-2,-6,0,1
Cn1c(/C=C/c2ccc(Cl)cc2)c([N+](=O)[O-])c(=O)n(C)c1=O,0,-7,-10,-13,i,14,23,0,3
COc1ccc2oc(C)c(C(N)=O)c2c1,0,-4,9,11,i,-6,2,-4,-2
CC1(C)CN=C(c2ccccc2)NC1,3,16,-5,1,i,-8,16,-14,-2
CCN(CC)CCCNC(=O)C1c2cc(OC)c(OC)cc2C(=O)N(C)C1c1cccs1 (centres undefined),-2,5,3,6,i,-4,-13,-9,0
CSc1nnc(COc2ccc(C)cc2)n1N,5,0,5,5,i,-7,-20,-14,4
O=C(N/C(=C/c1cccc(Br)c1)c1nc(=S)[nH][nH]1)c1ccccc1,-3,4,-6,-8,i,-8,30,8,-2
COc1ccc(CCN2C(=O)c3ccccc3C2c2nnnn2Cc2ccccc2)cc1OC (centres undefined),.,-7,2,2,i,-7,.,1,-3
Cc1cccc(CCNC(=O)CCS(=O)(=O)c2cc3c(cc2C)NC(=O)CO3)c1,-1,-5,10,-1,i,-6,3,-2,-1
COc1cc2cc(CN(CCN3CCCC3)C(=O)Nc3ccc(F)cc3)c(=O)[nH]c2cc1OC,-3,-37,-8,-2,i,-4,-49,3,-1
O=C(CN1CCOCC1)Nc1ccc2c(c1)OCO2,1,7,7,0,i,-8,9,3,-2
CCC(=O)Nc1ccc(-c2cc(-c3ccccc3)nc(-c3ccc(NC(=O)CC)cc3)n2)cc1,-4,2,-4,-2,i,-1,0,0,-2
O=C1Nc2ccccc2C1C(C[N+](=O)[O-])c1ccccn1 (centres undefined),0,-3,-8,-3,i,-6,-3,7,-4
Cc1ccc(C)c(N(CC(=O)N2CCCCCC2)S(C)(=O)=O)c1,5,2,-12,2,i,-6,8,-5,-4
COc1cc(CC(=O)Nc2ccccc2N2CCOCC2)cc(OC)c1OC,2,1,-3,-4,i,-4,-14,-10,-1
O=C(NCCN1CCOCC1)c1nn2c(c1Cl)NC(c1ccccc1)CC2C(F)(F)F (centres undefined),3,4,-5,-2,i,-5,3,8,-7
